Screening data as filed in PubChem.
NR3A LBD binder: NR3A (human) ligand-binding domain modulation; NR3A LBD differential scanning fluorimetry, Tm shift; 0% = protein alone, 100% = glycine-bound protein; Tm shift relative to glycine control, % at 25 µM; 340,000 tested, 2.5% active; AID 1259313;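 active = melting temperature shift of at least 10% of the positive control shift, at one fixed dose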
CHOP UPR activ: activators of apoptotic arm of unfolded protein response (CHOP); CHO-CHOP luciferase reporter, UPR activation, luminescence; percent of tunicamycin response over DMSO baseline; activation, % at 10 µM; 330,000 tested, 0.34% active; AID 449763;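 active = at 10 µM dose, activation of 40% or more, normalized to positive control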;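 note: 100% = tunicamycin at 10 µg/mL and 0% = DMSO alone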
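Evaluation: % reporter activation, DMSO baseline versus tunicamycin full activation; System: CHO-CHOP luciferase reporter cell line; Input: 500 cells/well; Incubation: 6 h compound treatment, 37 °C; Measured by: Steady-Glo luciferase luminescence; Dosing: one dose, 10 µM in 0.5% DMSO; Buffer or medium: F12 medium, 10% FBS; Benchmarks: positive tunicamycin 10 µg/mL, negative DMSO alone.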
Mdm2 MdmX PPI: human Mdm2/MdmX binding inhibition | O15151+Q00987 | SaOS-2 split-luciferase Mdm2/MdmX complementation, luminescence | inhibition, % at 8 µM | 330,000 tested, 3% active | AID 485346;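 active = inhibition of at least 50% at 8 µM in the primary screen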
XBP1 UPR activ: activators of adaptive arm of unfolded protein response (XBP1) | CHO-XBP1 luciferase reporter, IRE1-XBP1 UPR activation, luminescence; percent of tunicamycin response, DMSO as zero | activation, % at 20 µM | 330,000 tested, 0.33% active | AID 463104;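 active = versus positive control, 20 µM dose yields 30% or more activation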;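 note: 100% = tunicamycin at 10 µg/mL and 0% = DMSO only wells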
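Material – CHO cell line with stable XBP1 luciferase reporter · Buffer or medium – F12 plus 10% FBS · Compound – single point, 20 µM final compound, 1% DMSO · Schedule – 16-18 h cell attachment at 37 °C, then 6 h compound exposure · Signal – Steady-Glo luminescence read · Benchmarks – high control tunicamycin 10 µg/mL final, low control DMSO vehicle only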
TIM10 inh: growth inhibitors of TIM10 yeast strain; 330,000 tested, 1.4% active; S. cerevisiae TIM10 strain growth, BacTiter-Glo luminescence, 24 h; inhibition, % at 10 µM;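 active = inhibition of 40% or more at the single tested concentration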;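 note: wild-type TIM10 isogenic control strain grown at permissive 25 °C; 0% = DMSO yeast wells and 100% = minimal medium wells without yeast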
tim10-1 inh: inhibits growth of tim10-1 mutant yeast; S. cerevisiae tim10-1 ts strain growth, BacTiter-Glo, 24 h; inhibition, % at 20 µM; 330,000 tested, 2.2% active; AID 463190;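 active = inhibition of at least 40%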;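 note: mutant grown at 25 °C; 0% = DMSO wells with yeast and 100% = wells holding no yeast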
NALP3 yeast inh: inhibitors of NALP3 inflammasome in yeast; Yeast reconstituted NLRP3/ASC/caspase-1, beta-gal luminescence, 24 h; inhibition, % at 10 µM; 330,000 tested, 0.39% active;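 active = inhibition of 50% or more; inactive = inhibition below 50%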;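 note: plate controls were induced DMSO wells for no effect and uninduced yeast grown without galactose for full effect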
tim23-1 inh: tim23-1 yeast growth inhibition; S. cerevisiae tim23-1 growth, BacTiter-Glo luminescence, 24 h; inhibition, % at 20 µM; 330,000 tested, 1.3% active; AID 463212;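 active = growth inhibition of the mutant yeast at or above 50%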;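 note: temperature-sensitive mutant grown at 25 °C; plate controls were DMSO-treated mutant yeast for no effect and medium wells lacking yeast for full effect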
APJ agonist: activates the human apelin receptor APJ; 330,000 tested, 0.11% active; AID 2520; activation, % at 20 µM; CHO-K1 APJ PathHunter beta-arrestin, luminescence; 0% DMSO wells, 100% apelin; P35414;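 active = activation more than six SD over the plate average, tested at 20 µM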;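 note: 0% = DMSO alone and 100% = apelin-13 at 10 nM; some results filed as inactive read as strong as hits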
Target sequence (P35414 whole entry, looked up): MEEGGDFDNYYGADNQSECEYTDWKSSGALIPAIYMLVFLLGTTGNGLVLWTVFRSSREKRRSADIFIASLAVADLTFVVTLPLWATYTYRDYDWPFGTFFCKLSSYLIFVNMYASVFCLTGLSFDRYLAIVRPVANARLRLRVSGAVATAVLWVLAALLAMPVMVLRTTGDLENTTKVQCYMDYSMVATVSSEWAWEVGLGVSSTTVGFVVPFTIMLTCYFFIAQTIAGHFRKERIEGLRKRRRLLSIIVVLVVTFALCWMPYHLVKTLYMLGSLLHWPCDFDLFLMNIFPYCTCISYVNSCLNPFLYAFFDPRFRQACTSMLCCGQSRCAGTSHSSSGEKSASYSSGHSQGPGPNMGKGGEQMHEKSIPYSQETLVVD
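Material: engineered CHO-K1 APJ arrestin reporter cells; amount: 1000 CHO-K1 reporter cells seeded per well; incubation: compound stimulation 90 min at 25 °C, detection 60 min; signal: luminescent beta-gal fragment complementation, chemiluminescent substrate; read-out basis: APJ agonist activity; controls: DMSO-only wells as negative, 10 nM Apelin-13 as positive control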
* hit, by the source's call; . = not tested or not shown.

SMILES	NR3A LBD binder	CHOP UPR activ	Mdm2 MdmX PPI	XBP1 UPR activ	TIM10 inh	tim10-1 inh	NALP3 yeast inh	tim23-1 inh	APJ agonist
CCC1CCC/C1=N\NC(=O)c1ccccc1C (stereo unspecified)	-1.7	-0.7	-6.2	0.9	-9.6	19.5	-0.2	3.1	0.0
Cc1ccc(-c2cc[n+](Cc3ccccc3)cc2)cc1	-1.5	-1.2	16.1	-1.1	-24.2	7.0	5.4	-8.3	-3.3
O=C(NC(=S)N1CCOCC1)c1ccc([N+](=O)[O-])cc1	-3.6	3.9	-14.3	-2.0	0.0	15.1	10.0	-1.4	0.7
N#CCSc1nnc(-c2ccc3c(c2)OCO3)o1	-0.2	0.5	-38.4	0.3	-1.7	15.0	20.7	11.6	1.5
O=C1N(Nc2ccccc2)C(c2ccc(Br)cc2)C12CCCCC2 (stereo unspecified)	-10.0	1.6	8.0	-0.1	-18.7	24.8	14.5	-18.6	2.3
CC1(C)CC(=O)c2c(O)cc(OCC(=O)Nc3ccc(CCO)cc3)cc2O1	-2.4	0.5	-3.7	-3.2	3.8	11.4	10.5	17.6	0.0
Cc1ccc(NC(=O)CSc2ccc(-c3ccccn3)nn2)cc1	4.8	0.9	54.6*	0.3	0.2	11.6	21.8	-28.7	-1.3
CCCNC(=O)CN(C)CC(=O)Nc1ccccc1C#N	-2.1	3.3	7.9	2.6	4.3	9.4	15.6	14.5	-3.2
Cc1ccc(S(=O)(=O)c2nc(C)c3c(n2)CCC3)cc1	0.7	-3.6	3.0	3.6	-0.4	13.4	24.5	35.5	-3.0
O=C(Nc1ccc(-c2cscn2)cc1)C1CCCN(Cc2ccc(CO)o2)C1 (stereo unspecified)	-3.3	-0.2	11.3	-3.8	-1.6	8.7	10.8	-8.9	-3.1
COc1ccc(O)c(-c2c(-c3ccc(Cl)cc3)n[nH]c2C)c1	-5.2	0.2	2.7	-2.0	10.2	18.6	13.9	17.0	20.7
Cc1cccc(C)c1NC(=O)CS(=O)CC(=O)Nc1ccc(F)cc1F (stereo unspecified)	-0.2	0.3	-9.3	-1.6	6.2	5.5	3.7	13.7	-3.0
O=C(Nc1ccc(N2CCOCC2)cc1)C1CCN(S(=O)(=O)Cc2ccccc2)CC1	0.9	3.2	-29.6	0.9	12.2	8.7	10.1	6.9	2.3
CCC1(C(=O)c2ccc(Cl)cc2)C2c3ccccc3OC(=O)C21C(=O)Nc1ccccc1 (stereo unspecified)	-17.3	0.6	7.4	-2.9	9.7	7.2	-7.5	18.6	-1.2
CCn1c(CSc2ncccn2)nnc1SCC(=O)N1CCc2ccccc21	-1.4	-0.3	29.5	0.1	13.1	30.0	-4.7	1.5	-7.1
CCC(C)c1ccccc1N1CC(C(=O)Nc2cccc(S(=O)(=O)N3CCOCC3)c2)CC1=O (stereo unspecified)	0.2	-0.7	8.6	-1.2	18.6	-4.5	5.3	6.2	9.3
CN(C)c1cc[nH]c(=O)c1C#N	0.8	-1.8	-1.9	-3.3	0.9	3.8	0.6	14.9	-3.9
O=C(N/C(=C\c1ccccc1Cl)C(=O)N1CCOCC1)c1ccc([N+](=O)[O-])cc1	-0.5	0.6	17.8	-2.3	8.6	-2.8	20.7	3.4	-2.2
Cc1ccc(SCC(=O)Nc2cc(C)on2)cc1	1.1	0.0	17.0	1.9	2.8	13.9	0.4	10.6	-2.2
COc1ccc(OC)c(C2(O)CSC(=Nc3cccnc3)N2Cc2ccco2)c1 (stereo unspecified)	-0.6	1.7	9.1	4.7	26.6	10.9	8.2	18.4	-2.5
COc1ccc(N(CC(=O)NCCSC2CCCCC2)S(=O)(=O)c2ccc(C)cc2)cc1	0.5	1.8	11.1	-5.7	3.5	2.2	6.0	-4.4	-8.8
Nn1cnnc1N/N=C/c1ccc(Cl)c([N+](=O)[O-])c1	-1.9	-1.3	20.3	2.5	4.1	7.6	7.2	13.5	0.1
Cc1nc(Cl)sc1C(=O)Nc1cccc(Cl)c1	-0.9	4.0	14.1	1.0	4.3	4.8	32.6	42.8	-0.5
CN(Cc1ccon1)C(=O)CC1C(=O)NCCN1Cc1ccc(F)c(F)c1 (stereo unspecified)	3.1	-2.1	-5.7	-3.4	-1.7	10.7	14.7	5.8	-6.5
CCN(CCCNC(=O)Cn1ncc2c(=O)oc3ccccc3c21)c1cccc(C)c1	3.4	0.8	13.9	-8.1	2.3	-12.2	13.3	3.8	-1.7
NC(=S)Cc1nc(-c2ccccc2)cs1	-1.0	1.7	13.3	0.1	38.6	51.0*	1.3	42.4	0.8
COc1cc(C(=O)N2CCN(S(=O)(=O)c3ccc(C)cc3)CC2)ccc1OCc1c(C)noc1C	-1.6	0.3	32.0	-2.6	12.6	9.6	-0.9	10.2	5.7
CC(C)NC(=O)c1ccccc1NC(=O)CN(c1ccc2c(c1)OCO2)S(C)(=O)=O	-0.9	-1.1	20.3	0.6	-11.9	0.4	6.0	-8.1	-0.1
O=C(CSc1ncn[nH]1)NN(c1ccccc1)c1ccccc1	0.0	-1.2	12.9	-2.8	3.0	3.0	-8.4	-3.5	-2.2
CCOc1ccc2[nH]c(C)cc(=O)c2c1	-1.0	-2.2	0.2	-1.4	6.4	-0.7	1.3	0.1	0.7
COc1ccc(NC(=O)N(C)C[C@H]2Oc3c(NS(=O)(=O)c4cccs4)cccc3C(=O)N([C@@H](C)CO)C[C@@H]2C)cc1	1.1	2.2	-12.9	-0.6	-4.2	8.4	12.3	16.3	0.0
O=c1oc(-c2ccccc2)nc2c1cnn2-c1ccccc1	2.8	-1.7	32.4	2.2	38.9	28.4	5.5	39.3	-5.5
COc1ccc(/C=C2\Sc3ccc(C(=O)NCCCN4CCCC4)cc3N(C)C2=O)cc1OC	1.8	-1.0	38.6	0.2	-2.7	-29.4	10.3	-36.4	6.9
CCOC(=O)C1=CN(Cc2cccc(Br)c2)S(=O)(=O)N(CC)C1C (stereo unspecified)	-0.5	1.4	-20.7	0.6	-5.5	15.5	.	41.6	.
Cn1c(COc2ccc([N+](=O)[O-])cc2)nnc1SCC(N)=O	1.2	-1.0	12.7	-0.2	-1.0	16.4	5.7	1.5	-1.0
Nc1ccc(Oc2ccccc2F)nc1	0.0	-0.2	-4.7	0.5	13.2	-2.7	20.4	-3.8	2.2

Shown as a hit in tim10-1 inh, of those listed so far:
Compound | NR3A LBD binder | Mdm2 MdmX PPI | XBP1 UPR activ | tim10-1 inh | NALP3 yeast inh
NC(=S)Cc1nc(-c2ccccc2)cs1 | -1.0 | 13.3 | 0.1 | 51.0* | 1.3

Entries of single compounds, looked up by structure.
O=C(CSc1ncn[nH]1)NN(c1ccccc1)c1ccccc1 as listed: NR3A LBD binder = 0.0; CHOP UPR activ = -1.2; Mdm2 MdmX PPI = 12.9; XBP1 UPR activ = -2.8; TIM10 inh = 3.0; tim10-1 inh = 3.0; NALP3 yeast inh = -8.4; tim23-1 inh = -3.5; APJ agonist = -2.2
NC(=S)Cc1nc(-c2ccccc2)cs1 as listed: NR3A LBD binder = -1.0; CHOP UPR activ = 1.7; Mdm2 MdmX PPI = 13.3; XBP1 UPR activ = 0.1; TIM10 inh = 38.6; tim10-1 inh = 51.0*; NALP3 yeast inh = 1.3; tim23-1 inh = 42.4; APJ agonist = 0.8

Returning to the listing, starting 2 compounds before the break.
SMILES	NR3A LBD binder	CHOP UPR activ	Mdm2 MdmX PPI	XBP1 UPR activ	TIM10 inh	tim10-1 inh	NALP3 yeast inh	tim23-1 inh	APJ agonist
Cn1c(COc2ccc([N+](=O)[O-])cc2)nnc1SCC(N)=O	1.2	-1.0	12.7	-0.2	-1.0	16.4	5.7	1.5	-1.0
Nc1ccc(Oc2ccccc2F)nc1	0.0	-0.2	-4.7	0.5	13.2	-2.7	20.4	-3.8	2.2
COc1ccc(C2(C(=O)N3CCOCC3)CCCC2)cc1	0.1	0.1	-3.1	-2.5	12.4	10.4	20.0	3.6	-2.9
O=C(Cn1ncc2c3ccccc3n(Cc3ccccc3F)c2c1=O)NCCN1CCOCC1	0.2	-1.8	14.9	-2.1	-20.7	8.4	15.3	-8.0	-3.4
CC(=O)NC12CC3CC(CC(CC(=O)O)(C3)C1)C2	-4.7	-0.4	24.8	-0.8	-4.3	1.1	8.4	7.0	-4.0
Cc1ccc(NC(=O)c2ccc3c(c2)CCN3S(C)(=O)=O)cc1C	1.7	8.8	-2.2	-0.9	5.7	-7.6	11.9	20.0	2.6
O=C(O)CN1C(=O)SC(Nc2ccc(Cl)cc2)C1=O (stereo unspecified)	5.1	-3.0	18.6	0.5	-6.5	-3.5	15.5	10.7	-1.6
CC(C)Cc1c(O)nc(SCCN2CCOCC2)[nH]c1=O	0.5	2.1	18.2	0.9	-0.9	7.4	8.6	0.0	-0.5
N#C/C(=C\c1ccc(OCC(N)=O)cc1)C(=O)NC1CC1	0.2	-0.2	9.6	-1.9	-0.8	-14.0	16.9	-4.1	-4.4
COc1ccc(CNC(=O)COC(=O)c2ccc(S(=O)(=O)N3CCCCC3)cc2)cc1	0.2	-0.5	23.2	-3.6	-20.9	3.4	4.4	-0.9	-1.0
CCCC(=O)N1CCN(c2ccc(NC(=O)C(C)(C)C)cc2Cl)CC1	-0.9	-1.4	13.9	1.2	-12.2	22.9	-9.8	7.0	-0.8
O=C(O)CN=C1CC(c2ccccc2)CC(=O)/C1=C(/O)CCCN1C(=O)c2ccccc2C1=O (stereo unspecified)	-0.2	-0.6	-26.9	-0.5	2.0	4.9	15.4	14.5	0.1
CCOc1ncnc2c1oc1nc(CC(C)C)c3c(c12)CC(C)(C)OC3	3.8	1.0	-28.8	7.9	30.7	19.8	13.8	13.1	-5.5
CCOc1ccc(NC(=O)COC(=O)C2(C)CC2(Cl)Cl)c([N+](=O)[O-])c1 (stereo unspecified)	0.0	1.9	-35.1	-0.8	13.2	26.3	5.0	15.7	-1.1
NC(=O)c1ccccc1NC(=O)c1ccccc1S(=O)(=O)c1ccccc1[N+](=O)[O-]	-5.0	-2.7	-2.7	-0.9	-9.6	-2.7	-3.5	4.5	-0.2
CCOC(=O)C1(CCOc2ccccc2)CCN(Cc2cccc(OC)c2OC)CC1	1.4	-1.0	33.3	-3.1	13.7	28.6	19.7	16.2	-4.5
COC(=O)[C@@]1(Cc2ccc(F)cc2)[C@H]2c3cc(C(=O)N(C)C)n(Cc4ccc(OC(F)(F)F)cc4)c3C[C@H]2CN1C(=O)c1ccccc1	.	4.5	20.0	2.8	-11.5	24.3	16.9	-8.1	9.5
COc1ccccc1N1CCN(C(=O)c2ccc(Cl)c(S(=O)(=O)N3CCOCC3)c2)CC1	-3.9	0.7	-17.2	0.1	18.0	2.4	0.9	6.6	3.3
O=C(N/N=C/c1ccsc1)c1cc2ccccc2o1	3.1	5.1	4.5	0.3	54.9*	46.2*	72.2*	56.3*	5.0
Cc1ccc(C)c(NS(=O)(=O)c2cc3c4c(c2)CC(=O)N4CCC3)c1	0.4	1.9	25.4	-1.1	9.1	30.9	-0.8	20.9	1.6
